Source: PubChem BioAssay (several laboratories)
cardiac RTF act: cardiac RTF calcium sensitization; P19429+P45379; IANBD-labeled TnC RTF fluorescence at EC20 calcium; 0% EC20 calcium, 100% full calcium; activation, % at 7.2 µM; 340,000 compounds, 0.24% hits; AID 493008;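 active means activation above the mean over all tested compounds plus 3 SD, cut at about 30% in these data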;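 further: rise in fluorescence read as greater calcium sensitivity of cardiac thin filaments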
Wnt act: Wnt/beta-catenin pathway activation; activation, % at 9.35 µM; Wnt/beta-catenin reporter cell assay, activator, plate reader; 300,000 compounds, 1.2% hits; AID 743398; in the data active means activation above about 30%, passing the limit was not always enough;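 further: 0% = neutral control wells and 100% = positive control wells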
MOR-DOR ag: OPRM1-OPRD1 heterodimerization agonism; cells, luminescence; 340,000 compounds, 0.3% hits; activation, % at 9.3 µM; AID 504326; in the data active means activation above about 18%;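 further: 0% = vehicle-treated cells and 100% = reference agonist; values of inactives mirror those of a sister screen read the other way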
Target sequence (P35372 whole entry, looked up): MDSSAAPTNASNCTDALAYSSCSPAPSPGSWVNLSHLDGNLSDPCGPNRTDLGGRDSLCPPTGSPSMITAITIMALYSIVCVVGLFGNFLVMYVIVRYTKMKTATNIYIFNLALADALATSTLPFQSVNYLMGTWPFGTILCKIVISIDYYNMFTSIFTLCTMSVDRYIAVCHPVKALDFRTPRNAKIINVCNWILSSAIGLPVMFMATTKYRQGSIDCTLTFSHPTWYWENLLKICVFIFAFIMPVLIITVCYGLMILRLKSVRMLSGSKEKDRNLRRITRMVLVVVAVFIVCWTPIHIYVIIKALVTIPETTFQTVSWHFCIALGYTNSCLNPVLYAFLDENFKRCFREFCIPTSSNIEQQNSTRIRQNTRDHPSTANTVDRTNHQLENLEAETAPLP
Target sequence (P41143 whole entry, looked up): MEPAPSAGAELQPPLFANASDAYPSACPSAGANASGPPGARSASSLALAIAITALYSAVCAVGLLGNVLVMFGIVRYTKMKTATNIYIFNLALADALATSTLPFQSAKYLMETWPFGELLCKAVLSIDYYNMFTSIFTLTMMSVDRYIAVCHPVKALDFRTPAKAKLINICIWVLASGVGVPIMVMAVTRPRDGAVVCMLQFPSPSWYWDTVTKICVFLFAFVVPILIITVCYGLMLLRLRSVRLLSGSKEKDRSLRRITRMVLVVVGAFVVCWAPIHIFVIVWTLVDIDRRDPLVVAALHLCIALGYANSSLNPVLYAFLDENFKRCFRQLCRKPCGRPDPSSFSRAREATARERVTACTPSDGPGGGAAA
LANA DNA inh: blocks KSHV LANA C-terminal domain binding to DNA; MBP-C-LANA/FAM-LBS DNA binding, fluorescence polarization; inhibition, % at 9 µM; 340,000 compounds, 0.078% hits;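 active means highest replicate inhibition at or above 60% at 9 µM, even if other replicates fall short; inactive means all replicates below 60% inhibition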;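 further: 0% = neutral control wells and 100% = 4 µM acridine orange control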
DSG3 Ab inh: inhibitors of pemphigus antibody binding to human desmoglein-3; DSG3-coupled beads, scFv-anti-DSG3-GFP binding, flow cytometry; hits give low values; binding (percent of control), % at 10 µM; 310,000 compounds, 0.48% hits; P32926;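 active means binding more than 3 SD below its plate's average and above zero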;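 further: hits lower antibody fragment binding to DSG3; some compounds called inactive have numbers as strong as hits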
V-ATPase pH: yeast V-ATPase proton transport regulation by pHLuorin; S. cerevisiae, pHLuorin cytosolic pH fluorescence; AID 504577; 350,000 compounds, 0.37% hits; response, % at 10 µM; in the data active means response mostly above about 7.3%, no sharp cut-off; inactive means mostly below about 5.4%; further: actives read high; inactives centre near 0; some compounds called inactive have numbers as strong as hits; reference of the scale not given here
MOR-DOR inv ag: inverse agonist of human OPRM1-OPRD1 heterodimerization | P35372+P41143 | cell-based MOR-DOR heterodimer luminescence, inverse agonism | inhibition, % at 9.3 µM | 340,000 compounds, 0.21% hits | AID 504357; in the data active means inhibition above about 22%, passing the limit was not always enough;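 further: 0% = cells with DMSO and 100% = wells without cells with DMSO; values of inactives mirror those of a sister screen read the other way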
Keap1 Nrf2 FP: Keap1-Nrf2 (human) interaction inhibition. inhibition, % at 9.4 µM. 340,000 compounds, 0.15% hits. Q14145. Keap1 Kelch-Nrf2 peptide fluorescence polarization, 1536-well; in the data active means inhibition above about 12%;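 further: human Keap1 Kelch domain with fluorescein labeled Nrf2 9mer peptide probe; 0% = neutral control wells and 100% = peptide positive control; higher means more block of Keap1 binding to Nrf2 peptide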
Arr AP2 block: blocks beta-arrestin peptide binding to AP2 adaptin; FITC-arrestin peptide / GST-AP2 beads, flow cytometry; AP2 beta2 appendage carries R879A mutation; inhibition, % at 10 µM; 340,000 compounds, 0.31% hits; AID 504490;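 active means inhibition above a set limit, near 3 SD of compounds lacking own fluorescence, cut at about 54% in these data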;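 further: plate controls were DMSO wells for no effect and 5 µM unlabelled arrestin peptide for full effect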
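test system = AP2 appendage R879A on GSH beads | buffer or medium = PBS plus Tween 20 (0.05%) and BSA (0.1%) | incubation = 12 min plus 1 h, RT | detection = bead flow cytometry, FITC channel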
Cardiac RTF inh: cardiac RTF calcium desensitization. IANBD-labeled cardiac RTF, Ca2+ fluorescence. 340,000 compounds, 0.12% hits. inhibition, % at 7.15 µM;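 active means inhibition above the mean inhibition of all tested compounds plus 3 SD, cut at about 17% in these data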;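 further: assay run at fixed EC70 calcium of 1.6 mM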
An asterisk follows results filed as active; x = no result given.

SMILES	cardiac RTF act	Wnt act	MOR-DOR ag	LANA DNA inh	DSG3 Ab inh	V-ATPase pH	MOR-DOR inv ag	Keap1 Nrf2 FP	Arr AP2 block	Cardiac RTF inh
Cc1ccc(-n2c(=O)[nH]cc(C(=O)N3CCc4ccccc43)c2=O)cc1	5	0	0.5	-0.3	x	2	-3	-5	-7	-18
CCCCOC(=O)NC1CCc2cc(OC)c(OC)c(OC)c2-c2ccc(SC)c(=O)cc21 (stereo not drawn)	-3	-23	-5.0	0.1	87	-1	22	2	0	-5
COC(=O)C1CCN(CC(=O)Nc2ccccc2Sc2ccccc2)CC1	-3	-6	1.6	1.3	80	2	-10	3	-4	2
N#Cc1cn(CC(=O)NCC2CCCO2)c2ccccc12 (stereo not drawn)	-2	-1	1.6	-2.9	92	2	-10	0	8	6
O=C(CSc1nc(=O)n2cc(Cl)ccc2n1)Nc1ccc2c(c1)OCO2	-3	0	-2.5	1.6	99	1	16	0	6	-6
CCNC(=S)N(CCc1ccc(S(N)(=O)=O)cc1)C1CC(=O)N(c2ccccc2)C1=O (stereo not drawn)	-1	-1	-3.0	-0.2	94	4	16	-2	35	-1
COC(=O)CCCC(=O)N1CCC(CO)(CCc2ccccc2)CC1	-3	2	-3.6	x	105	7	17	5	8	3
Cc1ccc(C(C(=O)NCc2ccco2)N(C(=O)CNC(=O)c2cccs2)c2c(C)cccc2C)cc1 (stereo not drawn)	-5	-1	1.8	-0.2	91	-1	-13	-2	8	-16
Nc1nc(NCCCN2CCOCC2)nc(Nc2ccccc2)c1[N+](=O)[O-]	-9	3	-3.9	-1.3	97	-1	20	4	-8	3
COc1cccc2cc(C(=O)Nc3cccnc3N3CCOCC3)c(=O)oc12	1	x	2.9	1.0	113	5	-17	-2	11	2
Cc1nn(C)c(C)c1S(=O)(=O)N(CC(=O)NC1CCCCCC1)c1ccc(C(C)C)cc1	1	-1	-1.5	1.5	101	5	9	-8	12	-3
CCSc1nnc([C@H](C)NC(=O)OC(C)(C)C)o1	1	-4	-3.1	1.7	100	-2	16	2	20	-4
C=CCNC(=O)CN1CCC(n2nnc3cc(C(F)(F)F)ccc32)CC1	3	0	-1.6	0.5	98	-1	9	4	-8	5
O=C(COc1ccccc1Br)NCc1ccccn1	-3	6	0.1	0.1	97	4	0	-8	-5	-2
CC(C)OC(=O)/C(=C\C=C\c1ccccc1)NC(=O)c1ccccc1	4	x	-1.6	0.9	96	1	9	2	1	-4
COc1cc(NS(=O)(=O)c2ccc(Nc3nc(-c4ccccn4)cs3)cc2)nc(OC)n1	-1	-2	0.1	-0.2	98	9	-1	6	9	-15
COc1ccc(NN=Nc2nc3c([nH]2)c(=O)n(C)c(=O)n3C)cc1	-3	9	-3.0	1.6	105	2	15	0	44	-7
Cc1cc(OCC(=O)N[C@@H](Cc2ccccc2)c2nc3ccccc3[nH]2)ccc1Cl	-1	-3	2.5	2.1	100	1	-13	-2	-3	-23
O=C(CNC(=O)C1(c2ccccc2)CC1)Nc1ccc(F)c(F)c1	-5	-2	2.4	-0.1	112	-3	-16	-2	-5	-10
O=C(O)c1ccc(NC(=S)NC(=O)C(c2ccccc2)c2ccccc2)cc1	3	-1	-2.9	0.3	x	-1	15	3	-4	-8
CCN(CC)c1ccc(NC(=O)c2cccnc2)cc1	1	37*	-1.1	2.2	106	-5	7	3	12	-8
CCOc1ccc(NC(=O)CC2C(=O)N(c3ccccc3)C(=O)N2Cc2ccco2)cc1 (stereo not drawn)	-1	4	-2.8	0.1	x	2	13	1	16	-1
CC(=O)Nc1ccc(C(=O)Nc2ccc3c(c2)OCCO3)cc1	-6	24	-2.9	-0.5	103	-3	14	-1	33	2
CCC(=O)N1CCc2cc(S(=O)(=O)CCC(=O)NC3CCCCC3)ccc21	-3	0	-0.7	-1.0	x	5	3	-3	-5	-6

A few values from the results shown.
Result for CCN(CC)c1ccc(NC(=O)c2cccnc2)cc1 under Arr AP2 block: 12
Result for COc1cc(NS(=O)(=O)c2ccc(Nc3nc(-c4ccccn4)cs3)cc2)nc(OC)n1 under Cardiac RTF inh: -15
Result for Cc1cc(OCC(=O)N[C@@H](Cc2ccccc2)c2nc3ccccc3[nH]2)ccc1Cl under Cardiac RTF inh: -23

Continued:
SMILES	cardiac RTF act	Wnt act	MOR-DOR ag	LANA DNA inh	DSG3 Ab inh	V-ATPase pH	MOR-DOR inv ag	Keap1 Nrf2 FP	Arr AP2 block	Cardiac RTF inh
Cc1cc(C)c2nc(NC(=O)c3ccc4c(c3)OCO4)sc2c1	11	x	0.6	1.3	106	-2	-3	-5	0	6
CC1CCCCC12NC(=O)N(CC(=O)OCc1ccccc1F)C2=O (stereo not drawn)	3	-1	-1.1	3.1	119	6	5	-7	14	2
O=C1C2C3C=CC(CNS(=O)(=O)c4ccccc4)(O3)C2C(=O)N1c1ccc(Cl)cc1 (stereo not drawn)	4	-1	0.8	-0.4	86	-7	-6	-7	3	0
CCO[C@H]1OC(C(=O)N2CCN(Cc3ccc4c(c3)OCO4)CC2)=C[C@@H](c2cn(C(C)=O)c3ccccc23)[C@@H]1CCCO	-2	-4	-0.9	-1.4	100	1	5	-5	10	1
COC(=O)CCCC1=CC2=C(c3ccccc3)C(=O)C(C)(OC(=O)C3CCCC3)C(=O)C2=CN1C1CCCC1 (stereo not drawn)	3	2	-0.9	-3.2	104	5	5	-3	21	-3
Fc1ccc(CN2CCCN(C(=S)Nc3ccc(F)cc3)CC2)cc1	16	-2	1.3	-1.0	x	-2	-7	-5	18	-9
COc1ccc(C(=O)N2CCN(C(=O)c3ccc(-c4ccccc4)cc3)CC2)cc1OC	-7	-9	-1.6	0.3	101	0	9	-3	5	-6
CS/C(N)=N/N=C/c1ccc([N+](=O)[O-])cc1	-5	0	0.5	-0.3	x	-2	-3	-2	9	-2
COc1ccc(S(=O)(=O)O)cc1P(=O)(c1ccccc1)c1ccccc1	-5	0	-1.6	-1.1	100	3	8	0	-14	2
O=c1ccc(-c2ccc(S(=O)(=O)NCc3cccc(Br)c3)s2)n[nH]1	-4	4	-1.4	-0.6	87	-5	7	1	18	-6
CC1CC(C)(C)NC(=S)N1CCC(=O)NCc1ccc(F)cc1 (stereo not drawn)	4	-2	0.8	1.5	x	-1	-4	-5	-5	-10
NS(=O)(=O)c1cc(C(=O)Nc2ccc3c(c2)CCC3)ccc1Cl	-1	-3	-1.9	0.7	104	-3	10	1	21	10
O=C(CCCCCCCC(=O)N1CCCCC1)N1CCCCC1	8	-1	-1.6	2.7	91	-2	8	0	-3	-2
COc1ccc(NC(=O)c2ccccc2)cc1	-5	28	-1.4	-2.6	106	-1	8	4	25	-3
CCCCNC(=O)Nc1cc(C(=O)OC)ccc1C	-2	x	-1.9	-0.5	125	0	11	-3	-8	1
CC(C)COc1ccc(-c2nnc(-c3ccco3)o2)cc1	3	x	2.5	-0.1	109	5	-12	5	54	-2
N#Cc1ccc(CSc2nnc(COc3ccccc3)n2-c2ccccc2)cc1	-3	x	4.8	2.2	102	1	-25	-7	-22	-9
COc1ccc(C(=O)CC2(C(=O)O)CCCCC2)cc1	1	-1	-1.4	2.6	98	-1	6	-1	0	-5
O=C(Cn1nc(Cl)nc1Cl)c1cc2ccccc2oc1=O	3	-5	-1.4	-1.1	100	-2	8	-2	6	-2
Cc1cc(C)cc(-c2nnc(SCC(=O)Nc3cc(C)on3)o2)c1	-4	-4	0.5	0.0	100	8	-3	-2	13	-13
Cc1ccc(NC(=S)Nn2cnnc2)c(C)c1	0	3	-1.4	-0.3	x	3	8	6	0	1
Cc1cc(NC(=O)c2ccc3c(c2)OCO3)ccc1NC(=O)c1ccccc1	-3	4	-1.6	0.3	103	-1	8	0	0	-11
CCN1C(=O)c2cccc3c(S(=O)(=O)Nc4ccccn4)ccc1c23	-5	14	-1.9	-0.9	100	2	11	0	-20	0
Cc1ccc(/C=N/NC(=O)c2cccs2)cc1[N+](=O)[O-]	-11	40*	-0.3	-1.3	79	-2	1	-2	-9	-17
COc1cccc(C(=O)Nc2ccc(NC(=O)C3CC3)nc2)c1	-9	6	-2.4	-0.8	70	1	15	3	21	-34
O=C1CC(C(=O)O)C(c2ccccc2)c2ccccc21 (stereo not drawn)	-2	-1	-0.2	-0.1	91	12	1	5	55*	-11
O=C(NCC(=O)N1CCC2(CC1)NCCc1[nH]cnc12)c1ccc(F)cc1	0	1	-2.2	-0.3	105	6	11	-5	-4	-11
Cc1ccc(Oc2nnc(-c3ccccc3)c3ccccc23)cc1	-11	0	2.8	0.1	102	-2	-15	-3	-4	1
CCN1CC=C2C(C#N)=C(N)C(C#N)(C#N)[C@H](c3cccc(OC)c3OC)[C@H]2C1	36*	x	-0.4	37	101	1	2	16*	5	-51
COc1ccc(CCn2c(N)c(C#N)c3nc4ccccc4nc32)cc1OC	6	x	-0.3	0.8	x	1	1	2	x	-17
CCOC(=O)c1nnn(-c2nonc2N)c1COc1ccc(F)cc1	-2	x	-0.1	-0.1	96	-2	1	4	6	-3
CCOc1ccc(C(=O)Nc2ccc3nc(N4CCN(CC)CC4)cc(C)c3c2)cc1	-2	1	-1.4	0.2	116	-9	7	-2	23	1
Cc1nc(NC(=O)C2CC2)sc1C(=O)Nc1ccccc1Cl	-11	1	-0.7	-0.5	111	1	3	-2	-10	-2
Nc1c(C(=O)NCc2ccccc2)nnn1Cc1ccc(F)cc1	5	-1	-0.9	1.5	104	1	4	-3	-10	-2
COc1ccccc1OCCNC(=O)CCNS(=O)(=O)c1ccc(C)cc1	8	1	-1.4	-1.2	109	-1	7	2	2	-2
COc1ccc(CN2CCNC(=O)C2CC(=O)NC2CCCCCCC2)cc1C (stereo not drawn)	8	7	-1.1	-1.3	101	-1	6	-8	2	-1
O=C(O)C1=C[C@H](c2ccc(F)cc2)C[C@H](OCCCCO)O1	5	1	-0.4	0.7	108	-2	2	-5	-2	4
Cc1ccc(C2=NN(S(C)(=O)=O)C(c3cccs3)C2)cc1 (stereo not drawn)	-2	x	1.2	0.4	113	4	-7	-5	-7	-1
CC1CCCCC1NC(=O)NC(=O)COC(=O)C1=NN(c2ccccc2)C(=O)CC1 (stereo not drawn)	3	-1	-0.6	-1.3	111	-3	3	-4	3	-9
O=C(Nc1ncc2c(n1)-c1ccccc1CC2)C1CC1	15	0	-0.9	-1.0	111	-1	5	0	26	-7
Cc1ccc(S(=O)(=O)N2CCN(C(=O)CN3C(=O)c4ccc([N+](=O)[O-])cc4C3=O)CC2)c(C)c1	-4	-4	4.7	1.2	102	-5	-30	5	-9	-10
Nc1sc(-c2ccccc2)cc1-c1n[nH]c(=S)n1C1CCCCC1	x	-13	x	-1.1	98	0	x	1	5	x
COc1ccc2c(c1)C(=O)[C@@H](O)[C@H](c1ccc(OC)c(Br)c1)O2	12	x	-2.8	-3.9	98	-3	15	-4	2	0
Cc1ccc(-n2c(SCC(N)=O)nc3c(oc4ccccc43)c2=O)cc1	6	0	-3.0	3.6	86	8	14	-5	6	-9
